Platelet DG rel: modulates dense granule release in human platelets | human platelet-rich plasma, SFLLRN dense granule ATP release, luminescence | 0.22% of 300,000 active | inhibition, %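 (compounds screened at 7.5 µM in platelet-rich plasma)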;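 active = mean replicate score, as percent of positive control, at or above 50; inconclusive = mean below 50 but at least one replicate at or above 50; inactive = mean and every replicate below 50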
HIF act: HIF pathway transcriptional activation; U2OS HRE-luciferase reporter, luminescence; normalized: DMSO 0%, desferrioxamine 100%; activation, % at 7.5 µM (by protocol); 0.32% of 300,000 active; AID 1910;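 active = mean activation of at least 10% of the iron chelator positive control signal, with at least half of replicates also reaching 10%; inconclusive = mean and replicate majority disagree about reaching 10%; inactive = mean and most replicates under 10%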
HDAC3 inhib: blocks human histone deacetylase 3. O15379. recombinant HDAC3, fluorogenic peptide/trypsin coupled, fluorescence. inhibition, % at 8.3 µM. 0.15% of 320,000 active; in the data active = inhibition above about 26%, passing the limit was not always enough; inconclusive = no clear call, values can overlap the other calls
Target sequence (O15379 whole entry, looked up): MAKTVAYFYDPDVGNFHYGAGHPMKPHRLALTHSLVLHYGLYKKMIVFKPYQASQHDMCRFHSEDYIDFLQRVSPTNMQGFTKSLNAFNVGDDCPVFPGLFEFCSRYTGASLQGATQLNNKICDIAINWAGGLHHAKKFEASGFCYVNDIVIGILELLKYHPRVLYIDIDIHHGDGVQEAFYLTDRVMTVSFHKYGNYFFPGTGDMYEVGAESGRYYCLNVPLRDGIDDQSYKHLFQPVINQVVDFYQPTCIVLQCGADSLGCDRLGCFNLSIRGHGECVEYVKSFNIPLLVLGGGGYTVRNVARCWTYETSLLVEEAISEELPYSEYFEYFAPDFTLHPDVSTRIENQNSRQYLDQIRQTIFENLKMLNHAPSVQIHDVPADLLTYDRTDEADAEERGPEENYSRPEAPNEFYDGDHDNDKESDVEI
HSF1 inhib: HSF1 inhibition. NIH3T3-HGL HSE-luciferase, MG132-induced, luminescence 8 h; active compounds read low. activity change, negative = inhibition, % at 7.5 µM (by protocol). 0.77% of 300,000 active. AID 2098;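 active = more than half of replicate wells show activity change below -50%, luminescence cut by over half; inconclusive = some wells, but at most half, below -50%; inactive = no replicate well below -50%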;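 note: luciferase reports HSF-1 transcriptional activity via heat shock element; 0% = median of DMSO wells and -100% = zero luminescence signal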
IEC-6 cytotox: kills IEC-6 intestinal cells in KLF5 counter-screen. IEC-6 cytotoxicity, luminescence viability. inhibition, % at 5 µM. 0.78% of 290,000 active. AID 1825; in the data active = inhibition above about 22%;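 note: 0% = plate median of test compound wells and 100% = cytotoxic reference compound wells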
AI-2 QS mod: modulators of Vibrio harveyi AI-2 quorum sensing system; activity change, % at 7.5 µM; 0.4% of 300,000 active; Vibrio harveyi JMH597 AI-2 luminescence/OD600 ratio, 9 h; active compounds read low; strain lacks LuxN and CqsS sensors; 0 = neutral-control median; in the data active = activity change below about -75%, passing the limit was not always enough; inconclusive = no clear call, values can overlap the other calls;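 note: luminescence divided by OD600 gain over 9 h not by final OD600 alone; inactives centre near 13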
aSyn UTR inh: MLPCN primary screen, SNCA 5' untranslated region; alpha-synuclein 5'UTR reporter, inhibitor activity; inhibition, % (tested at 7.5 µM); 0.82% of 300,000 active; AID 1813; in the data active = inhibition above about 60%; inconclusive = no clear call, values can overlap the other calls;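 note: H4 neuroglioblastoma cells stably carrying SNCA 5'UTR luciferase fusion; 0% = DMSO wells and 100% = positive control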
KLF5 inh: kruppel-like factor 5 inhibition; AID 1700; DLD-1 KLF5 promoter-luciferase reporter, luminescence; 0.23% of 290,000 active; inhibition, % at 5 µM;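 active = inhibition above a per-plate limit of that plate's mean compound inhibition plus 3 SD, cut at about 60% in these data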;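 note: 0% = DMSO wells and 100% = LY294002 at 200 µM; higher means less KLF5 promoter-driven luciferase light; inactives centre near -14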
HSF1 activator: increases HSF-1 driven luciferase reporter signal. 1.7% of 300,000 active. NIH3T3-HGL HSF-1 luciferase reporter, MG132, 8 h; 100% = twice DMSO control signal. activation, % at 9 µM;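 active = mean replicate activation of at least 50% with a set share of replicates each reaching 50%; inconclusive = only one of those two conditions met; inactive = mean below 50% and too few replicates reaching it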;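 note: 0% = median of the neutral control wells and 100% = twice that signal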
HSP90 refold inh: inhibitors of HSP90 luciferase refolding in rabbit reticulocyte lysate; luciferase refolding luminescence, 3 h; inhibition, % at 5.6 µM; 0.91% of 290,000 active;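 active = inhibition above the screen-wide mean plus 3 SD, computed separately per campaign, cut at about 16% in these data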;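 note: 0% = DMSO wells and 100% = 60 µM geldanamycin wells; inhibitors lower the luminescence because luciferase stays unfolded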
Numbers without * were called inactive; ? = inconclusive; . = no result given.

SMILES	Platelet DG rel	HIF act	HDAC3 inhib	HSF1 inhib	IEC-6 cytotox	AI-2 QS mod	aSyn UTR inh	KLF5 inh	HSF1 activator	HSP90 refold inh
Cc1cc2c3nonc3ccc2n1-c1ccccc1	-4	0.0	3	-4	-1	13	6	1	7	-1
CC(=O)c1cccc(NC(=O)Cc2coc3cc4c(cc23)CCC4)c1	5	-0.2	-1	4	8	14	-23	-3	14	-1
COc1ccc(CNC(=O)COC(=O)CCOc2ccc(C)cc2)cc1OC	24	-0.1	-4	-3	.	13	1	.	-5	.
CC(C(=O)NC1C=CS(=O)(=O)C1)N1C(=O)/C(=C/c2ccc(Cl)cc2)SC1=S (centres undefined)	18	0.3	-2	0	-1	-3	-26	-28	4	-5
Cc1ccc2c(c1)N(CC(=O)N(Cc1ccccn1)Cc1ccco1)C(=O)C(C(C)C)O2 (centres undefined)	2	-0.1	5	2	0	15	14	10	28	0
COc1ccc(Nc2ncnc3sc(C)cc23)c(OC)c1	-2	1.5	-1	6	2	12	-82	-41	24	-1
CCCCn1c(N)c(N(CC(C)C)C(=O)c2cccc(-n3cnnn3)c2)c(=O)[nH]c1=O	-3	0.3	2	-5	.	-10	-4	.	-7	.
Cc1ccc(NC(=O)C2CCCN2S(=O)(=O)c2ccc3c(c2)n(C)c(=O)c(=O)n3C)c(C)c1 (centres undefined)	3	0.4	.	-5	3	13	25	-7	-4	4
COc1ccc(/C(C)=N/OCC(=O)Nc2nc3ccccc3s2)cc1	-1	-0.3	0	-2	-5	3	-14	-16	8	-1
CCOC(=O)c1nn(-c2ccc(OC)cc2)c(=O)c2c(N)scc12	-6	0.1	2	-1	-2	17	9	16	-6	5
Cc1nn(C(C)C(=O)NCc2cccs2)c(C)c1[N+](=O)[O-] (centres undefined)	-3	-0.5	-3	1	6	20	1	-16	-14	5
COC(=O)c1ccccc1NC(=O)C1CCCN(S(C)(=O)=O)C1 (centres undefined)	-2	-0.1	-12	-2	-3	26	-19	5	-1	4
COc1cccc(NC(=O)CN2CCC(C)CC2)c1	-3	0.9	-3	0	-5	6	-39	-27	5	-2
Cc1ccc(CCNC(=O)c2nnn(-c3cc(C)cc(C)c3)c2N)cc1	7	0.3	13	-7	0	35	-2	-22	-9	0
Cn1nc(C(=O)Oc2cc(=O)n(C)c3ccccc23)c2ccccc2c1=O	-4	0.2	-1	-3	8	12	-4	-15	-5	-3

Limited to AI-2 QS mod, for two of the compounds above:
Compound | AI-2 QS mod
COc1cccc(NC(=O)CN2CCC(C)CC2)c1 | 6
Cc1ccc(CCNC(=O)c2nnn(-c3cc(C)cc(C)c3)c2N)cc1 | 35

Continued:
SMILES	Platelet DG rel	HIF act	HDAC3 inhib	HSF1 inhib	IEC-6 cytotox	AI-2 QS mod	aSyn UTR inh	KLF5 inh	HSF1 activator	HSP90 refold inh
CC1=C(C(=O)NC2CCCc3c2cnn3-c2cccc(C)c2C)OCCO1 (centres undefined)	-3	0.9	4	2	3	10	16	19	4	-3
O=C(NCCCNCc1ccccc1)/C(=N\O)c1ccccc1	.	.	3	.	1	.	.	-30	.	1
Cc1ccc(-c2c[n+](CC(=O)Nc3cc(=O)n(C)c(=O)n3C)c3n2CCC3)cc1	5	0.0	-4	-10	-2	17	-11	-13	-20	-3
COc1ccc2c(c1)C(c1ccc(Cl)cc1)NC(=O)C2 (centres undefined)	3	0.2	1	18	.	5	8	.	34	.
COc1ccc(C(=O)C2CCCN(C(=O)C3CCOCC3)C2)c(C)c1 (centres undefined)	-4	-0.4	8	-5	1	18	12	-18	-24	0
Cn1cc(CN(CCO)Cc2cccs2)c(-c2cccc(Cl)c2)n1	58*	0.2	.	5	-2	4	22	-9	26	-2
CCOc1cc(N2CCOCC2)c(OCC)cc1NC(=O)COc1ncnc2ccccc12	-1	-0.2	1	0	2	17	24	-34	11	3
COc1cc(C(=O)N/N=C(\c2ccccc2)c2ccccn2)cc(OC)c1OC	7	64*	12	7	10	2	81*	29	-1	2
Cc1ccc(NC(=S)NCc2ccccc2)c(C)c1	-1	0.3	-6	6	4	-10	2	1	2	0
CS(=O)(=O)N(CC(=O)Nc1ccccc1C(=O)N1CCOCC1)c1ccccc1	13	0.2	-1	-3	1	10	-16	-17	-1	0
COC(=O)c1[nH]c2cccc(Cl)c2c1NC(=O)CN1CCN(CCO)CC1	-10	-0.4	-1	-4	2	29	15	1	-7	-1
CC(C)c1nc2sc3c(NCc4ccco4)ncnc3c2c2c1COC(C)(C)C2	7	-0.4	-17	12	-1	16	71*	-25	6	-1
CCOC(=O)CSc1cc(=O)n(CC)c2ccccc12	5	0.6	0	0	5	-7	-23	-19	48	5
COCCn1c(C)cc(C(=O)COC(=O)C2CC(=O)N(CCc3ccc(OC)c(OC)c3)C2)c1C (centres undefined)	.	0.6	1	-3	.	18	-9	.	-16	.
CSc1ccccc1NC(=O)CN(C1CCCCC1)S(C)(=O)=O	-7	0.1	-3	-3	0	11	-2	-5	-3	5
CCN(CC)Cc1c(O)ccc2occ(C(=O)c3ccc(OC)cc3)c12	2	0.6	-2	11	2	21	-13	-51	14	4
O=C(CSc1nc2ccccc2nc1N1CCCCC1)N1CCN(c2ccccc2)CC1	19	-0.2	6	1	-7	8	18	0	-18	3
COc1ccccc1N1C(=O)C2C3C=CC(C3)C2(C)C1=O (centres undefined)	-4	0.0	-7	-4	-6	6	3	-11	1	2
CCCCn1c(N)c(N(CCOC)C(=O)c2cc(-c3ccccc3)nc3ccccc23)c(=O)[nH]c1=O	33	-0.5	.	-1	.	25	11	.	6	.
COCCSc1ccccc1C(=O)N1CCN(c2ccccc2OC)CC1	0	-0.5	?	-7	-6	11	-2	4	3	0
COc1ccc(CCNC(=O)c2cc(=O)c3ccc(C)cc3o2)cc1OC	1	2.2	4	-4	7	14	8	-20	3	2
CCOc1ccc(NC(=O)C(C)Sc2nnnn2C)cc1 (centres undefined)	1	0.5	.	-4	-7	19	-17	-11	-3	2
CCOC(=O)Cn1nc(C)n(-c2c(C)cccc2C)c1=O	3	-0.3	3	-1	4	20	10	1	-3	0
CCc1ccc(Nc2n[n+](-c3ccccc3)c(/C=C/c3ccccc3)s2)cc1	6	1.2	0	17	5	48	-169	-21	?	0
Cc1ccc(C)c(S(=O)(=O)N2CCN(C(=O)Cn3[nH]c(=O)c4ccccc4c3=O)CC2)c1	12	-0.3	-8	-10	.	19	19	.	2	.
Cc1cc(C)cc(Nc2nc3c(S(=O)(=O)c4ccccc4)nnn3c3ccccc23)c1	.	.	0	.	-2	.	.	2	.	1
CNC(=O)NC(=O)Cn1cnc2sc(-c3ccccc3)cc2c1=O	-3	0.2	-3	-2	2	15	-14	-1	8	-1
CC(C)[C@H](NC(=O)N1CCn2c1nc1ccccc12)C(=O)NCc1ccc(F)cc1	-13	-0.3	-3	7	10	-8	13	6	17	4
Cc1cccc(NC(=O)c2nc[nH]c2C(=O)N[C@@H](Cc2ccccc2)C(=O)OCc2ccccc2)c1	0	-1.2	1	7	.	-7	-12	.	13	.
CC(CNC(=O)c1ccc(OC2CCN(Cc3ccccn3)CC2)cc1)Oc1cccnc1 (centres undefined)	1	0.0	-8	3	-9	19	1	-15	-4	-1
CCOC(=O)c1c(NC(=O)CSc2nnc(-c3ccc(OC)cc3)o2)sc2c1CCC2	7	-0.2	-2	4	-2	3	-20	16	1	-1
COc1ccc(C(=O)NCCCOc2cccc(NC(C)=O)c2)cc1	-1	1.9	-1	5	0	15	-5	1	6	5
CC(C)c1cc(C(=O)N2CCCC(C(=O)c3ccc4ccccc4c3)C2)on1 (centres undefined)	14	-0.1	-14	-4	-2	54	4	-6	-2	-4
O=C(C(=O)N1CCN(c2ccc(F)cc2)CC1)N1CCCCC1	-5	-0.4	-7	6	0	9	16	-16	18	2
Cc1cc(NS(=O)(=O)c2ccc(NC(=S)NCc3ccccc3)cc2)no1	4	0.4	3	-9	1	-57	-6	-6	1	-1
O=C(CN1CCN(Cc2ccccc2)CC1)Nc1ccc2c(c1)CCC2	-2	-0.3	-1	-12	-3	-21	-9	-4	2	-4
COc1ccc(N2CCN(C(=O)c3oc4ccccc4c3C)CC2)cc1	-10	-0.3	1	-6	-5	40	-3	-22	-4	0
CC(=O)CCN1CCOCC1	-6	-0.2	-3	6	-5	11	-30	-17	38	1
COc1ccc(C(=O)N/C(=C\c2ccc(OC)c(OC)c2)C(=O)N2CCCCC2)cc1	2	0.4	7	-1	-3	10	7	-27	6	-2
Cc1c(C(=O)N2CCOCC2)oc2ccc(S(=O)(=O)N3CCCCCC3)cc12	7	0.5	0	14	2	8	23	-6	9	6
CC(=O)c1sc2nc(C)c3c(c2c1N)CCCC3	2	0.9	-4	-6	3	24	-23	-21	-13	6
COc1cc(O)oc1C=Nc1ccc(Oc2ccccc2)cc1	-1	-0.3	3	-22	2	25	-36	-11	-30	3
CC(=O)NC(CC(C)C)C(=O)NC(CO)C(=O)NC(CCC(=O)O)C(=O)NC(C)C(=O)NC(CC(C)C)C(N)=O (centres undefined)	1	0.1	-13	1	.	21	-7	.	7	.
Cc1ccc(S(=O)(=O)/N=C(/NC(=S)Nc2c(C)n(C)n(-c3ccccc3)c2=O)c2ccccc2)cc1	21	-0.2	.	-5	2	-4	3	-23	-7	4
O=C(CCc1ccc(S(=O)(=O)N2CCOCC2)cc1)N1CCCC1	11	-0.5	-1	-2	2	5	14	-4	4	6
COC(=O)Nc1nc(Sc2ncc(C(F)(F)F)cc2Cl)n[nH]1	17	-0.5	-6	9	-6	22	-6	-34	6	-4
O=C1c2ccccc2C(=O)N1CCCCN(C(=O)c1cc2ccccc2oc1=O)c1ccc(Cl)cc1	2	0.1	-3	11	-2	14	3	-27	22	-1
C/C(=N\NS(C)(=O)=O)c1ccccc1	0	-0.6	-5	-5	1	11	8	-15	13	5
Cc1c(Cl)cccc1NCC(=O)Nc1ccc(Cl)cc1F	2	0.6	12	8	1	-58	-10	-23	34	1
CN(C)c1nnnn1-c1ccc(Oc2ccccc2)cc1	-14	0.1	2	-4	1	21	27	-14	-4	-5
CCN(CC)S(=O)(=O)c1cccc(C(=O)NC(C)C(c2cccs2)N2CCCC2)c1 (centres undefined)	-4	-0.6	-2	3	-6	15	6	-7	-14	-1
COc1ccc(C(=O)NC(=S)Nc2ccc(Cl)c(C(=O)O)c2)cc1	-3	0.1	9	7	6	7	6	-17	5	13
O=C1CCN(Cc2ccc(O)cc2)CCN1[C@H](CO)Cc1ccccc1	-2	-0.4	-3	-4	-8	5	17	-20	2	-3
CN(C)CCOC(=O)c1ccc2c(c1)S(=O)(=O)c1ccccc1C2=O	3	-0.1	-2	-10	6	11	11	-21	-11	1
CC(OC(=O)Cc1ccc(Cl)cc1)C(=O)NCCC1=CCCCC1 (centres undefined)	4	-0.2	0	-7	-1	12	7	-14	-9	2
CCCCNCc1cc(Br)c(OCC(=O)NCc2ccccc2)c(OC)c1	-2	0.4	11	7	6	5	-22	-19	26	4
COc1cccc(CNC(=O)C2CCN(c3nnc(N4CCCC4=O)s3)CC2)c1	-2	-0.1	.	-1	-2	27	5	-2	3	-3
COc1ccc(C2=CSC3=NCCN23)cc1F	-4	0.1	18	1	3	19	15	-35	4	4
